# M1 PAM = positive allosteric modulators of human M1 muscarinic receptor; P11229; CHO-K1 hM1, Fluo-8 calcium fluorescence, ACh EC20; 0% = ACh EC20, 100% = maximal ACh; activation, % at 3 µM; 360,000 compounds, 0.088% hits; AID 588819; in the data active means activation above about 19%, passing the limit was not always enough
# Target sequence (P11229 whole entry, looked up): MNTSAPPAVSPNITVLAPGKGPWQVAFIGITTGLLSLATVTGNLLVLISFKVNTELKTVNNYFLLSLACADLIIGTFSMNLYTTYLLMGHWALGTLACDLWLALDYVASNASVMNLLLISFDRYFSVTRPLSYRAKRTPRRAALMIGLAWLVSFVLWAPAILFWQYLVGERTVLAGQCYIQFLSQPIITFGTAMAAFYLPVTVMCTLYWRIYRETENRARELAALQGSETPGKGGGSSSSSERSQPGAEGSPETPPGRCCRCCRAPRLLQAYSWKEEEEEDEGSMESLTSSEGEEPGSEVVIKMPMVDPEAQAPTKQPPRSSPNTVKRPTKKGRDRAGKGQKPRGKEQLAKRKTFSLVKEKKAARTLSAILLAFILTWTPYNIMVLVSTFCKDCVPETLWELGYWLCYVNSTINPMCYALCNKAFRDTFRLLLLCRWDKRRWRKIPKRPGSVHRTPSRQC
# CHRM4 PAM = potentiates acetylcholine response at human M4 receptor; CHO-K1 hM4/Gqi5, Fluo-8 calcium fluorescence, ACh EC20; 0% = ACh EC20, 100% = maximal ACh; P08173; activation, % at 3 µM; AID 624126; 360,000 compounds, 0.4% hits;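 active means activation above its plate's cutoff, the mean activation of sample wells plus 3 SD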; further: some results filed as inactive read as strong as hits
# CRFBP-R2 agonist = CRF-BP/CRF-R2 complex agonism | HEK293 CRF-R2/CRF-BP, calcium dye fluorescence (FLIPR); percent of saturating CRF peptide response | activation, % at 13.2 µM | 350,000 compounds, 0.46% hits | AID 588473;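 active means activation of at least 50%, plus an integration ratio under a set limit after plate pattern correction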;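 further: plate controls were neutral control wells without compound for no effect and CRF at EC100 for full effect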
# CHRM5 agonist = CHRM5 agonism in calcium assay | P08912 | CHO-K1 hM5 cells, Fluo-8 calcium fluorescence; 0% DMSO wells, 100% maximal acetylcholine response | activation, % at 3 µM | 360,000 compounds, 0.19% hits;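 active means activation above the run's mean over test compounds plus 3 SD, cut at about 23% in these data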;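 further: signal is peak over basal fluorescence ratio across the kinetic read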
# Target sequence (P08912 whole entry, looked up): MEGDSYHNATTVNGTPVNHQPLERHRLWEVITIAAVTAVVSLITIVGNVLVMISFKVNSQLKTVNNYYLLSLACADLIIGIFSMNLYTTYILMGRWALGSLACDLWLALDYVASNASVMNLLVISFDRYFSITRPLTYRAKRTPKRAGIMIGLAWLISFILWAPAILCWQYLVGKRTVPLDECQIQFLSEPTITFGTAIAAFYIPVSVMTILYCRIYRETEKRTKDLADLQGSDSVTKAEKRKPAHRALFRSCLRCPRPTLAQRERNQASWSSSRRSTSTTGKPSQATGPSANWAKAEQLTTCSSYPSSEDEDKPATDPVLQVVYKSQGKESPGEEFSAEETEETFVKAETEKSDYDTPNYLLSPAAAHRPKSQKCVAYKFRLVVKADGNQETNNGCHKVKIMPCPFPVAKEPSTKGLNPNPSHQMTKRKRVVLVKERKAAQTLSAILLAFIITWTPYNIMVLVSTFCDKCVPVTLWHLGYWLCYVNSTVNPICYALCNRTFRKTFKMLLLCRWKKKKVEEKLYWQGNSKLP
# CRFBP-R2 block = blocks CRF-induced signaling of the CRF-BP/CRF-R2 complex; HEK293 CRF-R2/CRF-BP, CRF-induced calcium fluorescence; inhibition, % at 11.8 µM; 350,000 compounds, 0.59% hits; AID 588475;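 active means inhibition of the ligand-induced calcium signal above about 50% at the single tested concentration, limit read from the data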
# M4 antag = antagonists of human muscarinic M4 receptor (CHRM4); AID 624125; CHO-hM4 cells, ACh EC80, Fluo-8 calcium fluorescence; P08173; inhibition, % at 3 µM; 360,000 compounds, 0.73% hits;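 active means inhibition above its plate's cutoff, the mean inhibition of sample wells plus 3 SD, cut at about 27% in these data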;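 further: 0% = acetylcholine EC80 with DMSO and 100% = DMSO without agonist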
# CHRM5 antagonist = antagonists of human muscarinic M5 receptor (CHRM5); inhibition, % at 3 µM; CHO-hM5 cells, Fluo-8 calcium fluorescence, ACh EC80; 360,000 compounds, 0.59% hits; P08912; AID 624040;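 active means inhibition above a per-plate cutoff, the mean of that plate's test compounds plus 3 SD, cut at about 27% in these data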;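 further: 0% = acetylcholine EC80 with DMSO and 100% = DMSO without agonist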
# CHRM5 PAM = potentiates acetylcholine response at human M5 receptor; P08912; CHO-K1 hM5, Fluo-8 calcium, ACh EC20 PAM; 0% = ACh EC20, 100% = ACh EC100; activation, % at 3 µM; 360,000 compounds, 0.3% hits; AID 624038;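 active means activation above the run cutoff, the mean activation of all test compounds plus 3 SD, cut at about 18% in these data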
#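 Test system: CHO-K1 hM5 cells / Doses: single-point, 3 µM nominal / Times: Post-acetylcholine fluorescence recording 140 s / Technique: Fluo-8 calcium fluorescence / Measure: Max/basal fluorescence ratio as % of EC20–EC100 ACh window / Benchmarks: low control EC20 acetylcholine (0%), high control EC100 acetylcholine (100%) / Replicates: one well per compound, no replicates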
# CHRM4 agonist = agonists of human muscarinic M4 receptor (CHRM4). CHO-K1 hM4/Gqi5, Fluo-8 calcium fluorescence; vehicle 0%, full acetylcholine response 100%. 360,000 compounds, 0.14% hits. activation, % at 3 µM. AID 624127;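 active means activation above the run mean over all test wells plus 3 SD, cut at about 32% in these data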;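 further: peak over basal fluorescence ratio per well then scaled between controls; 0% = DMSO wells and 100% = acetylcholine at EC100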
# The depositor's hits bear a star; x = no result given.
SMILES,M1 PAM,CHRM4 PAM,CRFBP-R2 agonist,CHRM5 agonist,CRFBP-R2 block,M4 antag,CHRM5 antagonist,CHRM5 PAM,CHRM4 agonist
COc1ccc2c(c1OC)C(=O)OC2CC(=O)c1ccc2c(c1)OCO2 (stereo not given),9,3,1.7,0,-7,-5,-1,-8,2
CCCCc1nnc(NC(=O)CCN2C(=O)C3CC=CCC3C2=O)s1 (stereo not given),7,10,0.4,1,4,-7,-5,4,1
CN(C)S(=O)(=O)c1cccc(NC(=S)Nc2cccc3cnccc23)c1,7,5,2.0,2,-8,1,10,4,3
O=C(Nc1ccon1)C1CCN(S(=O)(=O)c2cccs2)CC1,-3,4,-0.5,-2,7,-5,-6,5,0
COc1ccc(-c2nn(Cc3ccccc3)cc2C(=O)N2CCN(c3ccccn3)CC2)cc1OC,-2,2,-1.5,4,0,-9,6,-1,2
CC(C)c1onc(C(=O)NC(C)c2ccccc2)c1[N+](=O)[O-] (stereo not given),2,-2,0.4,-3,3,1,-3,5,1
COCCNC(=S)Nc1ccc(S(=O)(=O)Nc2cnc3ccccc3n2)cc1,6,9,-0.1,1,6,-2,-8,10,1
O=C(Cc1cccc(C(F)(F)F)c1)Nc1cccc(S(=O)(=O)N2CCCC2)c1,-7,-6,0.4,-3,5,-3,5,-1,9
COc1ccc(C(=O)O/N=C(\N)c2cccc(C)c2)cc1OC,-8,-15,-3.8,2,-13,7,15,-12,16
Cc1ccc(CNS(=O)(=O)c2ccc3c(c2)OCCO3)cc1,-5,-2,-0.5,2,-14,0,3,-5,1
Cc1c(NC(=O)COC(=O)Cc2ccc(Br)cc2)c(=O)n(-c2ccccc2)n1C,2,-3,-0.7,-1,-1,11,13,-20,15
CCc1ccc(OCC(=O)NC(C)C)cc1,7,-2,-1.0,-1,-9,-2,16,-3,1
COc1ccccc1Nc1nc(N)nc(CN2CC(C)CC(C)C2)n1 (stereo not given),-5,6,0.4,1,2,-4,-5,0,0
C=CCn1c(CSCc2ccccc2)nnc1SCC(=O)N1CCN(c2ccccc2)CC1,8,-2,-0.6,-3,5,-14,-2,-10,6
COCCN(C(=O)COC(=O)c1ccc2[nH]c(C)c(C)c2c1)c1c(N)n(Cc2ccccc2)c(=O)[nH]c1=O,6,5,-0.1,0,4,-5,5,8,0
CCOC(=O)C1=C(C)NC2=C(C(=O)C(C(=O)OCC)C(c3cccc(OC)c3)C2)C1c1ccccn1 (stereo not given),3,4,-1.4,-3,12,11,9,7,0
Cc1cc(C(=O)Cn2nnc3ccccc3c2=O)c(C)n1-c1c(C)n(C)n(-c2ccccc2)c1=O,-3,0,-2.0,0,-8,-5,-1,-1,0
CCOC(=O)c1[nH]c2ccccc2c1NC(=O)c1ccco1,8,0,0.0,-11,-20,3,-3,-3,3
CCOC(=O)c1sc(-c2ccc(OC)cc2)cc1N,8,-6,-1.7,2,2,0,5,-4,0
Clc1ccc(CSc2nnc(-c3ccncc3)o2)cc1,-3,6,0.2,-1,16,-3,4,3,1

# A section taken from the entries so far, as a working copy:
SMILES,M1 PAM,CHRM4 PAM,CRFBP-R2 agonist,CHRM5 agonist,CRFBP-R2 block,M4 antag,CHRM5 antagonist,CHRM5 PAM,CHRM4 agonist
COc1ccc(C(=O)O/N=C(\N)c2cccc(C)c2)cc1OC,-8,-15,-3.8,2,-13,7,15,-12,16
Cc1ccc(CNS(=O)(=O)c2ccc3c(c2)OCCO3)cc1,-5,-2,-0.5,2,-14,0,3,-5,1
Cc1c(NC(=O)COC(=O)Cc2ccc(Br)cc2)c(=O)n(-c2ccccc2)n1C,2,-3,-0.7,-1,-1,11,13,-20,15
CCc1ccc(OCC(=O)NC(C)C)cc1,7,-2,-1.0,-1,-9,-2,16,-3,1
COc1ccccc1Nc1nc(N)nc(CN2CC(C)CC(C)C2)n1 (stereo not given),-5,6,0.4,1,2,-4,-5,0,0
C=CCn1c(CSCc2ccccc2)nnc1SCC(=O)N1CCN(c2ccccc2)CC1,8,-2,-0.6,-3,5,-14,-2,-10,6
COCCN(C(=O)COC(=O)c1ccc2[nH]c(C)c(C)c2c1)c1c(N)n(Cc2ccccc2)c(=O)[nH]c1=O,6,5,-0.1,0,4,-5,5,8,0
CCOC(=O)C1=C(C)NC2=C(C(=O)C(C(=O)OCC)C(c3cccc(OC)c3)C2)C1c1ccccn1 (stereo not given),3,4,-1.4,-3,12,11,9,7,0
Cc1cc(C(=O)Cn2nnc3ccccc3c2=O)c(C)n1-c1c(C)n(C)n(-c2ccccc2)c1=O,-3,0,-2.0,0,-8,-5,-1,-1,0
CCOC(=O)c1[nH]c2ccccc2c1NC(=O)c1ccco1,8,0,0.0,-11,-20,3,-3,-3,3
CCOC(=O)c1sc(-c2ccc(OC)cc2)cc1N,8,-6,-1.7,2,2,0,5,-4,0
Clc1ccc(CSc2nnc(-c3ccncc3)o2)cc1,-3,6,0.2,-1,16,-3,4,3,1

# Continuation:
SMILES,M1 PAM,CHRM4 PAM,CRFBP-R2 agonist,CHRM5 agonist,CRFBP-R2 block,M4 antag,CHRM5 antagonist,CHRM5 PAM,CHRM4 agonist
CC1CN(Cc2c(O)ccc3c(=O)c(-c4ccccc4)coc23)CC(C)O1 (stereo not given),14,2,8.9,-1,-2,6,6,2,1
O=C(NC1CCCCC1)c1nc(C2CCNCC2)oc1-c1ccccc1,4,6,x,-3,x,-17,1,2,7
COc1ccc(S(=O)(=O)Nc2ccccc2C(=O)N2CCOCC2)cc1Br,3,-1,-0.5,1,-5,6,-4,-1,1
CCn1nc(C)c(NC(=O)c2ccc(Br)o2)c1C,7,17,0.7,0,-10,11,2,17,2
CSCCC(NS(=O)(=O)c1ccccc1F)C(=O)NCc1cccs1 (stereo not given),12,-1,-0.9,4,2,1,4,-11,2
C[C@H](CO)N1C[C@H](C)[C@H](CN(C)S(=O)(=O)c2ccccc2F)OCc2cnnn2CCCC1=O,-4,-5,-0.8,1,8,0,-9,3,1
O=C(c1ccc([N+](=O)[O-])o1)N(Cc1nnc(-c2ccccc2Cl)o1)C1CC1,-10,-6,-0.6,-1,2,10,7,-16,1
COc1ccc(Cl)cc1NC(=O)CSc1nc(Nc2ccccc2)nc(N2CCOCC2)n1,-6,5,5.1,-5,-14,-19,-18,7,0
COc1ccc(C(=O)NCCCC2CCCC2)cc1OC1CCN(C(C)C)CC1,-5,0,-1.3,-3,2,1,2,-4,1
CCCCn1c(=O)[nH]c2nc3cc(NC(C)=O)ccc3nc2c1=O,14,-3,22,5,-6,3,1,0,7
Fc1cccc(NCCc2c[nH]c3ccccc23)n1,4,-3,-1.6,-3,-10,-6,1,-1,2
O=C(Nc1cccc(OC(F)(F)F)c1)C1Cc2c(-c3ccc4c(c3)OCO4)ccnc2O1 (stereo not given),-7,-2,x,-1,x,2,5,0,1
Cc1nc(NCC2CC2)c2nnn(Cc3ccccc3)c2n1,3,-3,-3.3,0,-11,6,5,5,0
COc1ccc(CNC(=O)C2CCC(CNS(=O)(=O)c3ccccc3)CC2)cc1 (stereo not given),11,3,-4.0,0,-16,5,6,-1,4
O=c1cc(CN2CCN(c3ccc(Cl)c(Cl)c3)CC2)c2ccccc2o1,-7,-5,x,2,x,-6,-6,2,2
NC(=O)CSc1nc(-c2ccccc2)nc2c1CCCC2,-2,-2,0.0,2,-15,2,6,0,0
COc1cc(C(=O)NCC(c2cccs2)N2CCc3ccccc32)cc(OC)c1OC (stereo not given),3,0,-0.8,-4,22,-4,5,-3,1
CCc1ccccc1N(C)S(=O)(=O)c1ccc(-c2cc(C)no2)s1,0,-9,28,-7,-42,-2,7,-7,1
CC1CCc2nc3ccc(S(=O)(=O)N4CCC(C(=O)NC5CCCC5)CC4)cc3c(C(=O)O)c2C1 (stereo not given),7,1,-0.5,2,9,-8,0,1,1
Cc1cc(C)n(CCN(C)c2nc3nonc3nc2NC2CC2)n1,6,-3,-1.5,1,4,4,-13,12,1
Cc1cccc(NC(=S)N/N=C/c2cccn2Cc2ccc(F)cc2)c1,3,0,4.9,-1,-25,-2,12,-8,0
FC(F)(F)c1cccc(NC(=S)NCc2ccccn2)c1,-1,3,-2.8,-2,16,-1,11,-8,5
O=C(NCc1ccco1)/C(=C/c1cccc(C(F)(F)F)c1)c1nc2ccccc2[nH]1,-8,-5,0.2,2,-10,-3,14,-12,5
COc1cc(S(=O)(=O)NCc2ccc3c(c2)OCO3)ccc1Cl,2,1,1.4,2,0,-2,1,-4,4
COC(=O)c1ccccc1N1CCS(=O)(=O)CC1,-3,4,2.7,-1,25,8,7,-1,2
CN1CCN(S(=O)(=O)c2ccc(Cl)s2)CC1,7,1,-0.2,-7,7,1,0,3,1
Cc1ccc(NC(=O)COC(=O)CCC(=O)c2cccs2)cc1,8,3,-1.3,-3,-18,1,-4,5,3
COc1ccc(CCNC(=O)C2CC3Cn4c(nc5ccccc54)C3N2C)cc1 (stereo not given),1,-2,-0.6,3,5,-1,0,0,-2
O=C(C1=C[C@@H](c2csc3ccccc23)C[C@@H](OCc2ccc(CO)cc2)O1)N1CCOCC1,-10,-5,-0.3,3,7,-1,4,-6,15
COc1ccc(-c2c(C)c3cc(O)ccc3oc2=O)cc1OC,7,5,-4.0,-3,4,-2,-15,7,0
COc1ccccc1Cn1c(=O)oc2ccccc21,4,1,-1.8,1,-4,4,7,-5,0
CCOc1ccc(S(=O)(=O)N2CCN(C(=O)c3ccc(-n4cncn4)c([N+](=O)[O-])c3)CC2)cc1,2,6,0.5,-3,7,-8,2,-4,2
CC(=O)c1c(C)oc2ccc(NS(=O)(=O)c3ccc(C)cc3)cc12,7,-4,-1.6,2,-1,-16,8,0,4
CC(C)c1nc2ccccn2c1NC1CCCCC1,4,1,-0.3,-17,1,-5,-3,9,0
O=C1CN(CN2CCCCC2)C(=O)CN1CN1CCCCC1,-3,0,x,2,x,4,11,-8,1
Cc1cccc(-c2nc(CS(=O)CC(=O)N3CC(C)CC(C)C3)c(C)o2)c1 (stereo not given),9,2,-0.6,-6,55*,7,4,-1,1
CC(=O)N1CCc2cc(S(=O)(=O)CCC(=O)N3CCN(c4cc(C)ccc4C)CC3)ccc21,11,2,-0.4,-6,-17,-1,12,-5,1
O=C(Nc1ccc(N2CCN(C(=O)c3cccs3)CC2)cc1)c1ccco1,1,2,-1.5,0,3,-2,18,-7,4
COc1ccc(CC(=O)NCc2ccc(Cl)cc2)cc1S(=O)(=O)N1CCOCC1,5,-1,-0.4,1,3,1,5,6,3
Cc1ccccc1NS(=O)(=O)c1cc(C(=O)NCc2ccco2)ccc1C,14,11,-5.3,-1,24,-14,0,-6,6
